# Screens: PubChem, several laboratories
# VLA-4 inh: inhibition in a human VLA-4 binding assay; P13612; VLA-4 expressing cells, ligand binding flow cytometry; inhibition, % (about 7 µM as worked out from the volumes in the protocol); 330,000 compounds, 0.2% hits; in the data active = inhibition above about 50%
# GRK2 aptamer HTS: blocks RNA aptamer binding to human GRK2; P25098; bead flow cytometry, FAM-aptamer displacement from GRK2; inhibition of aptamer binding, % at 10 µM; 330,000 compounds, 0.59% hits; AID 488847;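 active = inhibition of aptamer binding above 40%, roughly 3 SD of noise, on plates passing a quality check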;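 also: median bead fluorescence of bound FAM aptamer so fluorescent compounds give negative values; no value below 0 was filed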
# MCL1 BIM primary: disrupts human MCL1 binding to BIM-BH3 peptide; inhibition, % at 10.9 µM; 320,000 compounds, 0.68% hits; GST-MCL1 / FITC-Bim-BH3 fluorescence polarization; Q07820;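 active = inhibition above the mean inhibition of all tested compounds plus 3 SD, set per campaign, cut at about 40% in these data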;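 also: 0% = DMSO wells and 100% = unlabeled Bim-BH3 peptide control; higher means more loss of mP so more displacement of Bim peptide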
# Efflux pump inh: blocks antifungal efflux pumps in multiplex yeast assay. S. cerevisiae Candida pump triplex, Nile Red efflux. inhibition, % at 10 µM. 330,000 compounds, 0.44% hits;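 active = plate passing quality check with inhibition over a set limit, or well fluorescence over plate mean plus 4 SD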;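 also: Nile Red retained in pooled yeast measured as flow cytometry median fluorescence; 0% = buffer negative control and 100% = Enniatin B positive control; higher means more Nile Red kept so more efflux inhibition; some compounds called inactive have numbers as strong as hits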
# Fam108B counter: counter-screen for RBBP9 inhibitors: inhibitors of mouse Fam108B; recombinant Fam108B, FP-Rh probe fluorescence polarization; inhibition, % at 9.51 µM; 300,000 compounds, 0.33% hits; AID 1947;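 active = inhibition above the screen mean inhibition plus 3 SD, computed separately per campaign, cut at about 18% in these data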;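 also: inhibitors lower polarization as less probe binds the enzyme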
# Bcl-xL primary: Bcl-xL (human) inhibition; 320,000 compounds, 0.7% hits; Q07817; GST-Bcl-xL / FITC-Bim BH3 peptide fluorescence polarization; inhibition, % at 10.9 µM;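 active = inhibition above the mean of all tested compounds plus 3 SD, cutoff set per campaign, cut at about 30% in these data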;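 also: 0% = DMSO wells and 100% = unlabeled Bim-BH3 peptide competitor; inhibitors lower millipolarization by displacing the labeled peptide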
# PME-1 primary: blocks human protein phosphatase methylesterase 1; 320,000 compounds, 0.53% hits; inhibition, % at 5.9 µM; recombinant PME-1, FP-Rh probe fluorescence polarization;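 active = inhibition above the campaign mean of all compounds plus 3 SD, cut at about 26% in these data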;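 also: competitive labeling of PME-1 active site by serine hydrolase directed probe; 0% = PME-1 with DMSO and 100% = wells lacking PME-1 enzyme; inhibitors block probe labeling so polarization falls and inhibition rises; many of its hits are not listed in these tables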
# Target sequence (Q9Y570 whole entry, looked up): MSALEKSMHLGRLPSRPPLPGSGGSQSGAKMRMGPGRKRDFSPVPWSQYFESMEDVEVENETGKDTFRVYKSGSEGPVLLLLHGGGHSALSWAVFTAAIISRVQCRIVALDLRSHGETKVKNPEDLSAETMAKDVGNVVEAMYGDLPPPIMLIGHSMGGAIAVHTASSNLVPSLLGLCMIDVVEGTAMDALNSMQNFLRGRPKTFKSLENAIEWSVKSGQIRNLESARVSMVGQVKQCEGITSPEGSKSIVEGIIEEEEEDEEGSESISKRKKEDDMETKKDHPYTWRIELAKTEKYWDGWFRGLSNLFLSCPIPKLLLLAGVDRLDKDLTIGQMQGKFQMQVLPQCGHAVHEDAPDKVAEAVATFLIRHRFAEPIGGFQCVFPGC
# GLD-1 TGE inh: GLD-1-TGE RNA interaction inhibition (C. elegans). Q17339. 320,000 compounds, 0.44% hits. inhibition, % at 5.96 µM. purified GLD-1 + fluorescein TGE RNA, fluorescence polarization;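 active = percent inhibition above a per-plate cutoff, the plate mean of test compounds plus 3 SD, cut at about 30% in these data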;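 also: 0% = DMSO wells with GLD-1 and probe and 100% = wells lacking GLD-1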
# Target sequence (Q17339 whole entry, looked up): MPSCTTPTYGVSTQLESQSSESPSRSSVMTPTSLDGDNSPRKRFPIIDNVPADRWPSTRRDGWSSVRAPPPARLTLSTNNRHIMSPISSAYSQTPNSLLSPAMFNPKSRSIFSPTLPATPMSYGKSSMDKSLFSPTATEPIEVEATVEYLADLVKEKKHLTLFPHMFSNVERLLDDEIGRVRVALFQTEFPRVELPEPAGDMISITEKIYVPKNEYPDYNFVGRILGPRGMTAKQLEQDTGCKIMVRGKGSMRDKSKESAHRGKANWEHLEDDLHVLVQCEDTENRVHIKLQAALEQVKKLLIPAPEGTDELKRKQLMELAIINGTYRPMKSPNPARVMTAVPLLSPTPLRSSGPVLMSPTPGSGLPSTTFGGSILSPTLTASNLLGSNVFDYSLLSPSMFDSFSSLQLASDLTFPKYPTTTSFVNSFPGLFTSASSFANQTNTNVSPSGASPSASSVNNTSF
# MEX-5 binding: C. elegans MEX-5 TCR-2 RNA binding activity. MEX-5/FITC-TCR2 RNA binding, fluorescence polarization; active compounds read low. activity score (negative = inhibition of binding), % at 10 µM. 300,000 compounds, 0.38% hits. Q9XUB2;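 active = inhibition past about -25% in most replicates, and total fluorescence under double the plate's negative control median, limit read from the data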;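 also: 0% = DMSO and -100% = 5 µM competing unlabeled TCR2 RNA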
# Active calls of the source: *; · = not tested or not shown; & = joins results of further samples.
SMILES,VLA-4 inh,GRK2 aptamer HTS,MCL1 BIM primary,Efflux pump inh,Fam108B counter,Bcl-xL primary,PME-1 primary,GLD-1 TGE inh,MEX-5 binding
CC(Oc1ccc(Cl)cc1)C(=O)Nc1cccc(S(=O)(=O)N2CCOCC2)c1 (stereo not given),17,0,-13,0.0,·,-4,0,7,·
COc1cc(C2/C(=C(\O)c3ccc4c(c3)OCCO4)C(=O)C(=O)N2Cc2ccccc2)ccc1O (stereo not given),6,0,1,0.0,-4,2,1,4,0.3
Cc1nc2ccc(C(=O)OCc3nnc(-c4ccc(Br)cc4)o3)cc2nc1C,-9,1,12,3.5,5,4,4,-3,2.1
Cc1cccc(C(=O)OCC(=O)Nc2c(C)nn(-c3ccccc3)c2C)c1O,9,18,-5,-0.1,-3,4,1,-1,1.1
COc1cc2c(cc1OC)C(c1c(Cl)cccc1Cl)NC(=O)C2 (stereo not given),-3,3,3,-0.1,0,7,-1,4,3.8
CCOc1cc2oc(=O)c3c(c2cc1Cl)CCC3,7,0,-1,-0.1,4,-4,2,-1,-3.4
CCC(=O)NCCc1nc2ccccc2n1Cc1ccccc1,2,0,7,0.0,2,4,-2,1,-4.3
COc1cc(OC)c(NC(=O)c2c(-c3ccccc3)noc2C)cc1Cl,3,1,-2,0.4,4,-2,1,-4,-0.8
O=S(=O)(NCCc1csc(-c2cccnc2)n1)c1ccc2c(c1)OCCO2,-10,1,3,0.0,-5,3,-4,5,-0.5
Cc1cc(NC(=O)C2CCN(S(=O)(=O)Cc3ccccc3)CC2)ccc1-n1cnnn1,4,0,1,-0.1,0,5,-2,-6,0.4
CC(C)(C)CC(=O)Nc1nnc(-c2cccs2)s1,1,1,-2,-0.2,0,-3,-3,1,2.5
COc1ccc(C2C(C(C)=O)=C(O)C(=O)N2c2ccccn2)cc1 (stereo not given),19,4,-5,0.0,0,2,4,-16,-1.1
O=c1[nH]c(CSc2nnc(NCCCN3CCOCC3)s2)nc2cc(Cl)ccc12,-2,0,5,0.0,-1,2,2,3,-0.5
COc1ccc(COCCN2CCN(S(=O)(=O)c3ccc(C)cc3)CCC2=O)cc1,·,·,-3,·,2,0,1,-5,0.8
CCOC(=O)C1CCN(C(=O)c2n[nH]c(=O)c3ccccc23)CC1,1,0,0,-0.1,-1,6,6,5,3.7
COc1ccc(N2C(=O)CC(Sc3nc4c(cc3C#N)CCC4)C2=O)cc1 (stereo not given),-3,0,10,0.0,0,0,4,-2,-2.1
Cc1ccc(N2C(=O)C3C4C=CC(CNC(=S)N5CCN(c6cccc(C)c6)C(C)C5)(O4)C3C2=O)cc1 (stereo not given),6,0,2,0.2,-3,6,-1,10,0.4
CCC(C)N(C(=O)Cn1cnc2c1c(=O)n(C)c(=O)n2C)C1CCS(=O)(=O)C1 (stereo not given),-3,2,-10,0.1,1,-7,3,3,-2.1
O=C(Nc1ccc2c(c1)C(=O)OC2)c1ccc(Cl)cc1,1,7,1,0.0,-1,5,-11,-1,-1.0
CC(C)CCNC(=O)C(c1cccnc1)N(Cc1ccccc1)C(=O)Cn1nnc2ccccc21 (stereo not given),-13,0,5,0.5,0,2,6,-1,-0.2
CC(C)NC(=O)N(C)C[C@H]1Oc2ccc(NC(=O)CCC(F)(F)F)cc2C(=O)N([C@H](C)CO)C[C@@H]1C,16,1,·,-0.2,·,·,·,2,·
O=C(Oc1cccnc1)c1ccco1,17,0,3,0.0,2,2,0,1,-1.3
N#CC1=C(N)OC2=C(C(=O)CCC2)C1CCc1ccccc1 (stereo not given),7,2,4,0.1,-1,2,0,8,-3.7
Cc1c(N2C(=O)/C(=C/C3CC=CCC3)SC2=S)c(=O)n(-c2ccccc2)n1C (stereo not given),16,1,10,0.0,0,5,-3,6,-0.3

# Part of the list above in order of molecular weight, rising:
SMILES,VLA-4 inh,GRK2 aptamer HTS,MCL1 BIM primary,Efflux pump inh,Fam108B counter,Bcl-xL primary,PME-1 primary,GLD-1 TGE inh,MEX-5 binding
O=C(Oc1cccnc1)c1ccco1,17,0,3,0.0,2,2,0,1,-1.3
CCOc1cc2oc(=O)c3c(c2cc1Cl)CCC3,7,0,-1,-0.1,4,-4,2,-1,-3.4
CC(C)(C)CC(=O)Nc1nnc(-c2cccs2)s1,1,1,-2,-0.2,0,-3,-3,1,2.5
COc1ccc(C2C(C(C)=O)=C(O)C(=O)N2c2ccccn2)cc1 (stereo not given),19,4,-5,0.0,0,2,4,-16,-1.1
CCOC(=O)C1CCN(C(=O)c2n[nH]c(=O)c3ccccc23)CC1,1,0,0,-0.1,-1,6,6,5,3.7
O=S(=O)(NCCc1csc(-c2cccnc2)n1)c1ccc2c(c1)OCCO2,-10,1,3,0.0,-5,3,-4,5,-0.5
Cc1c(N2C(=O)/C(=C/C3CC=CCC3)SC2=S)c(=O)n(-c2ccccc2)n1C (stereo not given),16,1,10,0.0,0,5,-3,6,-0.3
CC(Oc1ccc(Cl)cc1)C(=O)Nc1cccc(S(=O)(=O)N2CCOCC2)c1 (stereo not given),17,0,-13,0.0,·,-4,0,7,·
O=c1[nH]c(CSc2nnc(NCCCN3CCOCC3)s2)nc2cc(Cl)ccc12,-2,0,5,0.0,-1,2,2,3,-0.5

# Next compounds:
SMILES,VLA-4 inh,GRK2 aptamer HTS,MCL1 BIM primary,Efflux pump inh,Fam108B counter,Bcl-xL primary,PME-1 primary,GLD-1 TGE inh,MEX-5 binding
COc1ccc(C2=NS(=O)(=O)N(C)C(C(=O)N3C(C)CCCC3C)=C2)cc1 (stereo not given),13,1,-1,0.1,-9,3,2,-4,0.5
CCc1cc(C(N)=S)ccn1,-5&23,0&2,19,-0.1&0.0,-3,7,0,-3&-1,-2.8
O=C(CSc1nc2ccccc2c(=O)n1CCC(=O)N1CCCCC1)NCc1ccccc1,4,1,2,0.0,5,5,2,4,-0.9
CCCc1cc(=O)oc2cc(C)cc(OC(=O)c3ccco3)c12,13,3,8,0.1,-1,1,3,3,-1.3
COc1ccc(OC)c(NC(=O)COC(=O)c2c(C)noc2C)c1,7,0,4,-0.1,·,8,5,8,·
CC1CCN(S(=O)(=O)c2ccc3c(ccn3CC(=O)O)c2)CC1,5,2,-5,-0.1,0,0,0,0,0.4
CCOC(=O)C1CCN(C(=O)c2cc(COc3ccc(F)cc3F)on2)CC1,3,2,-3,0.1,-2,4,8,5,2.0
Cn1nccc1NS(=O)(=O)c1ccc(NC(=O)C(F)(F)F)cc1,3,0,1,0.0,-3,2,-2,-2,-0.7
CCOc1ccc(-n2ccc(=O)c(C(=O)Nc3ccc(S(=O)(=O)Nc4nccs4)cc3)n2)cc1,-1,0,12,0.0,3,9,11,1,1.7
Cc1ccc2oc(C(=O)NCCCN3CCOCC3)c(C)c2c1,10,23,3,0.0,-1,1,2,1,-0.3
CCOC(=O)c1ccc(N2CCN(C(=O)c3ccccc3)CC2)c(NC(=O)c2ccco2)c1,-5,1,2,0.1,-2,0,-2,6,1.3
Cc1ccc(-c2nc3ncccc3o2)cc1NC(=O)c1cccs1,4,0,3,0.1,-6,3,0,0,-2.8
O=C(c1ccc(N2CCCC2=O)cc1)N1CCN(c2ccccc2O)CC1,7,3,1,0.3,·,1,5,2,·
COC(=O)c1ccccc1OC(=O)c1cc2ccccc2oc1=O,-13,0,-8,0.6,-3,1,3,-4,2.1
CCC(C(=O)OCC(=O)Nc1ccc(C(=O)Nc2ccc(OC)cc2)cc1)c1ccccc1 (stereo not given),8,0,-12,0.0,-4,2,-2,4,-0.3
Cc1cc(C(=O)CN2C(=O)NC(c3ccccc3)(c3ccccc3)C2=O)c(C)n1Cc1ccco1,32,0,3,0.1,-7,2,-7,7,2.5
Cc1nc(SCC#N)c2c3c(sc2n1)CCC3,15,0,1,0.0,0,4,-3,4,3.3
COc1ccc(C)cc1S(=O)(=O)N1CCN(S(=O)(=O)c2cc(C)ccc2OC)C(C)C1 (stereo not given),-2,0,-7,0.0,3,-4,3,-13,1.0
Cc1c(C2(O)CCCCC2)[nH]c2cc(C(F)(F)F)ccc12,-9,0,·,0.0,·,·,·,7,·
S=C1SCN(CCN2CCOCC2)CN1Cc1ccccc1,2,0,5,-0.1,3,-1,-4,2,-2.4
CCCc1cc(-n2cnc3ccccc32)n2c(nc3ccccc32)c1C#N,6,1,-4,0.1,1,-2,1,-9,-6.4
Cc1onc(-c2ccccc2Cl)c1C(=O)NCc1ccccn1,9,3,-1,0.3,-2,-5,1,3,1.1
Cc1nc(-c2cccc(NS(=O)(=O)c3ccccc3)c2)cs1,3,0,-2,0.1,-1,1,0,-8,-3.9
CCNC(=S)SCCOc1ccc(C)cc1,-13,0,2,-0.1,0,8,-2,4,0.5
CCOC(=O)c1cnc2nc(SCc3ccccc3Cl)[nH]n2c1=O,4,0,15,0.2,-2,5,7,-4,1.7
CCCN(CC1CC1)C(=O)COc1ccccc1C(=O)NCc1ccccc1,11,6,-2,-0.1,3,3,0,3,-0.9
CC(C)c1ccc(C2NC(C(=O)O)CS2)cc1 (stereo not given),-2,0,-1,0.2,-1,-3,2,-3,-1.9
O=c1c2ccccc2ncn1Cc1ccccc1,-1,0,-17,-0.1,1,-11,-1,5,1.0
O=C(NCCCNc1ccc([N+](=O)[O-])cc1Cl)c1ccccc1F,23,0,-3,0.3,-5,1,1,-6,-2.0
Cc1cccc(NC(=S)NCCc2ccccc2)n1,4,0,-10,-0.1,-1,-18,2,2,-2.3
CNC[C@@H]1Oc2ccc(NC(=O)Nc3cccc4ccccc34)cc2C(=O)N([C@@H](C)CO)C[C@@H]1C,13,0,·,1.1,·,·,·,-12,·
N#CC1=C(N)Oc2c(oc(CO)cc2=O)C12C(=O)Nc1ccc(Cl)cc12 (stereo not given),11,2,-2,0.0,-1,4,8,8,-0.8
CCNC(=S)N(Cc1ccccc1)Cc1nc2ccccc2c(=O)[nH]1,-12,5,11,0.2,-2,2,-2,2,-0.4
c1ccc(CN2CCN(c3nc(-c4ccccc4)nc4ccccc34)CC2)cc1,-1,8,3,0.2,-4,3,-3,-5,3.0
COc1ccccc1C(CNC(=O)CNC(=O)c1ccccc1Cl)N1CCCC1 (stereo not given),5,0,7,0.0,·,2,-1,4,·
CC(C)(C)c1nc(NCCO)c2nnn(Cc3ccccc3)c2n1,1,·,0,-0.1,-2,1,-1,11,0.3
Cc1cc(C)cc(NC(=O)C2CCCN(c3nccc(C)n3)C2)c1 (stereo not given),1,3,5,0.2,0,5,4,3,-0.8
O=C(Nc1ccc(Cl)c(Cl)c1)N1CC=CCC1,10,0,2,-0.1,-4,1,-7,2,-0.5
Cc1sc2nc(CSCC(=O)Nc3ccc(C(=O)N(C)C)cc3)[nH]c(=O)c2c1C,0,4,-13,-0.1,·,-1,6,-13,·

# Some of the compounds tested, so the mix of outcomes need not match the whole.
